Screening results: PubChem BioAssay, National Center for Advancing Translational Sciences (NCATS)
HP1b chromo inh = HTS for Inhibitors of HP1-beta Chromodomain Interactions with Methylated Histone Tails; Potency, µM (series often up to 114 µM), inactives show at the top dose activity change, negative = inhibition, actives largely listed as inhibitors; hit rate 0.56% among 390,000; Chromobox protein homolog 1 (Homo sapiens), P83916; AlphaScreen HP1-beta / biotin-H3K9me3 peptide binding; further: potency means the concentration at half of the fitted maximal effect; nearly all actives have a fitted effect of over 70% in size; inactives centre near 23
Target sequence (P83916 whole entry, looked up): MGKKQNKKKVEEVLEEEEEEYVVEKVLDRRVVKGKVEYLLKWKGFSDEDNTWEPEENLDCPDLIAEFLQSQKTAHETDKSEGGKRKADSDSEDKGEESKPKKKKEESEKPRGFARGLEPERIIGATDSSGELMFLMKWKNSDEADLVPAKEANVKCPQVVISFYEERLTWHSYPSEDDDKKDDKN
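Compound inhibition of the preformed complex between 50 nM HP1-beta and 50 nM biotinylated H3K9me3 peptide was read by AlphaScreen. Buffer was PBS pH 7.4 with 0.01% Tween-20. Incubations ran 30 min at room temperature, with 10 ug/mL donor/acceptor beads.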
rTrxR1 inhibitor = qHTS Assay for Inhibitors of Mammalian Selenoprotein Thioredoxin Reductase 1 (TrxR1): qHTS; AID 588453, 2011; Potency, µM (series often up to 114 µM), inactives show at the top dose activity change, negative = inhibition, hits mostly inhibitors; recombinant rTrxR1, NADPH fluorescence consumption, selenite substrate; Thioredoxin reductase 1, cytoplasmic (Rattus norvegicus), O89049; hit rate 1% among 390,000; further: potency means the concentration at half of the fitted maximal effect; on the % scale 0 is the no-effect control and ±100 the full control effect; nearly all actives have a fitted effect of over 65% in size
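Rat TrxR1 (90 nM in the dispensed reagent) was pre-reduced with 400 uM NADPH for 5 min at room temperature, then incubated with compound for 15 min. After 400 uM selenite was added, NADPH fluorescence (Ex 340/Em 450 nm) was followed for 8 min.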
PI4K2A inh = qHTS for small molecular inhibitors of PI4K2A; Phosphatidylinositol 4-kinase type 2-alpha (Homo sapiens), Q9BTU6; purified PI4K2A, ADP-Glo luminescence, 1 h; hits give low values; activity change, negative = inhibition, % at 76.9 µM; hit rate 0.13% among 420,000; in the data active means activity change below about -50%; inconclusive means mostly about -30% to -49%;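 further: -100% = wells without enzyme as full effect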
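In this quantitative HTS, ADP production by PI4K2A was quantified luminescently after 1 h at ambient temperature; 100 microM adenosine served as plate-quality control.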
TrxR1 substrate = qHTS Assay for Substrates of Mammalian Selenoprotein Thioredoxin Reductase 1 (TrxR1): qHTS. purified TrxR1 substrate turnover, NADPH consumption readout. Potency, µM (highest dose often 114 µM), for the others: at the highest dose activity change, negative = substrate turnover. hit rate 0.01% among 390,000; further: potency means the concentration at half of the fitted maximal effect; on the % scale 0 is the no-effect control and ±100 the full control effect; nearly all actives have a fitted effect of over 50% in size
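Rat TrxR1, dispensed at 90 nM, was prereduced with 400 uM NADPH (final) for 5 min at ~22 deg C, then incubated with compound 15 min before 400 uM selenite. A first-read NADPH fluorescence drop versus no-compound background flagged substrates.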
USP1 inh = Inhibitors of USP1/UAF1: Primary Screen; Ubiquitin carboxyl-terminal hydrolase 1 (Homo sapiens), O94782; recombinant USP1/UAF1, Ub-Rhodamine cleavage fluorescence; Potency, µM (highest dose often 57.1 µM), without a hit: at the top dose activity change, negative = inhibition, actives largely listed as inhibitors; hit rate 0.23% among 390,000; AID 743255, 2014; further: potency means the concentration at half of the fitted maximal effect; on the % scale 0 is the no-effect control and ±100 the full control effect; nearly all actives have a fitted effect of over 60% in size; inactives centre near -12
Target sequence (O94782 whole entry, looked up): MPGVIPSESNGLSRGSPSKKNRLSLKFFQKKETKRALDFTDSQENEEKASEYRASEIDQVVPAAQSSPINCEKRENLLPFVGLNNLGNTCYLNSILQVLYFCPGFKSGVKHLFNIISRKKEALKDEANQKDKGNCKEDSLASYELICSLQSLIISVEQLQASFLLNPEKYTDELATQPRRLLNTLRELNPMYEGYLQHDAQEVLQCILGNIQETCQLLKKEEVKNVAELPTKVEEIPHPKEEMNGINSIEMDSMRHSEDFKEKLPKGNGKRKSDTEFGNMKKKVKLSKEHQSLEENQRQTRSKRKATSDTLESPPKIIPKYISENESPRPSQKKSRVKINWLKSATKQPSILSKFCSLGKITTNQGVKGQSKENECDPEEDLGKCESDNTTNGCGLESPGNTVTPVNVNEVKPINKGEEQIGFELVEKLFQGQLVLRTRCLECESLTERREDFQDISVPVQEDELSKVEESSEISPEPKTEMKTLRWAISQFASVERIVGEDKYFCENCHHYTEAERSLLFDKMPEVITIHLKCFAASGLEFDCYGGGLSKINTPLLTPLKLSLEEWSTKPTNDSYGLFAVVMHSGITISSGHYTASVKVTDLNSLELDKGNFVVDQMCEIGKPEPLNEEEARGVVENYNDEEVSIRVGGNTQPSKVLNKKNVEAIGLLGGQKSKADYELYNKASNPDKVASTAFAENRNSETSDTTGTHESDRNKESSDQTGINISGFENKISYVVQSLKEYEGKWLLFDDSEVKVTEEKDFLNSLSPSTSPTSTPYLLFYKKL
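USP1/UAF1 complex at 1 nM was preincubated with compound for 15 min at room temperature, then Ub-Rho substrate (150nM final) was added. Fluorescence (480/540 nm) was read kinetically, 6 reads every 60 seconds.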
Tb PGK inh = qHTS Assay to Find Inhibitors of Phosphoglycerate Kinase; PGK/GAPDH coupled, Kinase-Glo luminescence, 60 min; Potency, µM (doses to about 57.5 µM), inactives show at the highest dose activity change, negative = inhibition, hits mostly inhibitors; hit rate 0.043% among 380,000; Phosphoglycerate kinase, glycosomal (Trypanosoma brucei brucei), P07378; further: potency means the concentration at half of the fitted maximal effect; on the % scale 0 is the no-effect control and ±100 the full control effect; nearly all actives have a fitted effect of over 60% in size
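Luminescent ATP detection (Kinase-Glo Plus) follows a 60-minute room-temperature incubation, with wells lacking PGK as controls. Buffer: 100 mM TEA (pH 7.6), 5 mM MgCl2, 0.01% Tween-20. Coupling enzyme GAPDH (100 nM final) supplies unstable 1,3-BPG in-well.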
GLS inh = qHTS for Inhibitors of Glutaminase (GLS); Glutaminase kidney isoform, mitochondrial (Homo sapiens), O94925; GLS enzymatic activity, qHTS titration; Potency, µM (highest dose often 45.5 µM), for inactives: at the top dose activity change, negative = inhibition, actives largely listed as inhibitors; hit rate 0.21% among 410,000; AID 624170, 2012; further: potency means the concentration at half of the fitted maximal effect; on the % scale 0 is the no-effect control and ±100 the full control effect
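hKGA in 45 mM KH2PO4 pH 8.2, 0.02% Tween-20 with pin-transferred compounds; 1 mM L-glutamine (stock) plus glutamate oxidase/HRP/Amplex Red coupling added. Fluorescence read initially and after 30 min at RT.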
Pin1 inh = qHTS Assay to Find Inhibitors of Pin1; Peptidyl-prolyl cis-trans isomerase NIMA-interacting 1 (Homo sapiens), Q13526; Pin1 FP peptide displacement, HiFluor488, 10 min; Potency, µM (doses to about 115 µM), for inactives: at the top dose activity, negative = inhibition, usual class: inhibitors; hit rate 0.009% among 390,000; AID 504891, 2011; active means well fitted inhibition curve with a large enough effect in the polarisation, with a control signal flat, not every such curve was filed as active; inconclusive means small, poorly fitted or top-dose-only effect, or effect the other way, or a change in a side signal; inactive means no such curve, though single readings can be large or run the other way; the % refers to the polarisation; further: potency means the concentration at half of the fitted maximal effect; on the % scale 0 is the no-effect control and ±100 the full control effect
mIDH1 inhibitor = qHTS for Inhibitors of mutant isocitrate dehydrogenase 1 (IDH1): qHTS; Isocitrate dehydrogenase [NADP] cytoplasmic (Homo sapiens), O75874; IDH1-R132H enzyme, NADPH consumption, diaphorase/resazurin fluorescence; Potency, µM (series often up to 76.6 µM), for the others: at the top dose activity change, negative = inhibition, most hits filed as inhibitors; hit rate 0.093% among 390,000; AID 602179, 2012; further: potency means the concentration at half of the fitted maximal effect; on the % scale 0 is the no-effect control and ±100 the full control effect; nearly all actives have a fitted effect of over 65% in size
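IDH1-R132H (0.5 ug/mL) preincubated 30 min with compound, then NADPH (0.016 mM) and alpha-KG (2 mM) added; 80 min at RT, pH 7.5. Remaining NADPH coupled via diaphorase/resazurin to fluorescence (540/590 nm); concentration-response curves normalized to no-enzyme control.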
Numbers without * were called inactive; i = inactive; u = inconclusive; x = no result given; & = joins results of further samples; [ ] = dose if it differs, or a comment. Unless noted, the call rests on the fitted dose curve; in most records, active means well fitted curve in the direction sought with a large enough effect; inconclusive means small, poorly fitted or top-dose-only effect, or another doubt; inactive means no such curve, though single readings can be large; an effect the other way counts as inactive or inconclusive. Some of the compounds tested (hit frequency here may not be typical).

SMILES	HP1b chromo inh	rTrxR1 inhibitor	PI4K2A inh	TrxR1 substrate	USP1 inh	Tb PGK inh	GLS inh	Pin1 inh	mIDH1 inhibitor
COC(=O)C1=C(COc2ccc(F)cc2)NC(=O)NC1c1ccc(C)cc1C (centres undefined)	20%	9%	-7	-5%	-21%	i	1%	4%	0%
CN1CCN(S(=O)(=O)c2cccc(C(=O)N(C)CC(=O)Nc3ccc(Cl)c(Cl)c3)c2)CC1	23%	5%	3	-8%	-4%	2%	1%	1%	-9%
COc1ccc(CCNC(=O)CSc2nc(-c3ccco3)cc(C(F)(F)F)n2)cc1	10%	u	-2	2%[11.4 µM]	2%	x	-12%	11%	-2%
C=C(C)CSc1ncc(-c2cccc(C(F)(F)F)c2)cn1	370%[activator]	u	1	-4%	-11%	i	-5%	3%	7%
COc1ccc(OC)c(NC(=O)C2CCCN2C(=O)NC2CCCCC2)c1 (centres undefined)	-17%	-4%[57.1 µM]	3	-1%[57.1 µM]	-7%	0%	-4%	3%	4%
COc1ccc(C(=O)Nc2ccnn2C2CCN(Cc3ccncc3)CC2)cc1	31%	u	-1	2%	0%	5%	5%	-4%	7%
Cc1ccc(-c2noc(C3CCCN(C(=O)c4ccc(C(C)(C)C)cc4)C3)n2)o1 (centres undefined)	-7%	16%[57.1 µM]	4	-3%	-20%	-4%	1%	10%	0%
CCOC(=O)CC(=O)COc1nc2cc3c(nc2o1)CCCC3	40%[activator]	-13%[57.1 µM]	1	26%[57.1 µM]	-16%	-4%	6%	-8%	-3%
Cc1cc(C)n2nc(SCc3ccccc3F)nc2n1	41%[activator]	10%[57.1 µM]	1	4%[57.1 µM]	-21%	-6%	-8%	3%	0%
Oc1cccc(Nc2ccccc2)c1	-9%	7%	2	4%	-22%	1%	9%	-6%	-6%
CCCn1nc(C(=O)Nc2nnc(CC)s2)c2ccccc2c1=O	15%	12%[57.1 µM]	-15	9%[57.1 µM]	-19%	-8%	1%	1%	5%
Cc1ccc(NCc2cccn2-c2nnc(N3CCC(C(=O)NCc4ccccc4C)CC3)s2)cc1	17%	u	-6	4%	-20%	x	-14%	18%	x
O=C(O)CCC(NC(=O)c1ccc(Cl)cc1)C(=O)O (centres undefined)	54%[activator]	6%[57.1 µM]	-8	11%	-10%	-9%	4%	-3%	7%
COc1ccc(CCNS(=O)(=O)c2cccc(F)c2)cc1OC	36%	26%	0	-7%	-8%	-7%	-1%	-3%	-1%
O=C(c1ccc(Cl)s1)N1CCN(c2nc3ccccc3s2)CC1	45%[activator]	-2%	-1	-6%	1%	5%	6%	6%	-7%
CCNC(=S)/N=C(/Nc1ccccc1)Nc1nc(C)cc(C)n1	2%	-9%[57.1 µM]	-5	-5%[57.1 µM]	u	0%	u	47%[activator]	2%
Nc1cc(=O)[nH]c(SCCNS(=O)(=O)c2ccccc2)n1	20%	7%[57.1 µM]	-2	9%[57.1 µM]	1%	8%	15%	1%	-6%
C/C(=N\NC(=O)CN1CCN(S(=O)(=O)c2ccc(C)cc2)CC1)c1ccncc1	29%	6%	-3	0%	-7%	10%	0%	-1%	-3%
O=C(CN1CCN(S(=O)(=O)c2ccccc2F)CC1)Nc1ccccc1C(=O)c1ccccc1	8%	12%	-1	-2%	-18%	i	-1%	7%	14%
COc1ccccc1CCC(=O)Oc1ccccc1C#N	110%[activator]	-11%	11	-11%	-23%	0%	-1%	1%	9%
COc1ccccc1CCNC(=O)CCNS(=O)(=O)c1ccc(NC(C)=O)cc1	50%[activator]	13%	-4	-4%	-15%	-3%	-4%	-2%	1%
CC(C)(C)NC(=O)CSc1nnc(-c2ccccc2)c(-c2ccccc2)n1	38%	14%	0	-2%	-17%	x	0%	-11%	-3%
O=C(c1ccc2ccccc2c1)N1CCN(S(=O)(=O)/C=C/c2ccccc2)CC1	10%	15%[57.1 µM]	2	4%[57.1 µM]	-21%	-4%	-1%	11%	-2%
COc1ccccc1/C=C(/NC(=O)c1ccc(Cl)cc1Cl)C(=O)O	64%[activator]	10%	4	10%	-12%	-8%	8%	0%	0%
O=C(NC(=O)C(F)(F)F)Nc1ccc(S(=O)(=O)Nc2nccs2)cc1	39%[activator]	19%	1	2%	2%	4%	2%	-3%	-4%
COc1ccccc1/C=C/CN1CCCC(CCC(=O)NCc2ccccc2F)C1 (centres undefined)	27%	26%[11.4 µM]	1	8%[11.4 µM]	-21%	-7%	-3%	10%	-1%
Cc1ccc(CNC(=O)CCCn2c(=O)c3ccccc3n(CC(=O)C(C)(C)C)c2=O)cc1	5%	11%	3	1%	-22%	-4%	0%	0%	-27%
Cn1cc(C2=C(c3ccc(Cl)cc3Cl)C(=O)NC2=O)c2ccccc21	36%&59%	8%[57.1 µM]	0&-3	u	-16%	5%	-4%	u	-4%
Cc1cc(C)cc(C(=O)Nc2ccc(-c3nc4ncccc4o3)cc2)c1	6%	137%[activator]	-1	164%[activator]	-18%	-10%	-3%	64%[activator]	2%
CCN1CNC(=S)N(c2ccccc2OC)C1	18%	-2%[57.1 µM]	7	7%[57.1 µM]	-5%	1%	5%	-4%	17%
Cc1onc(-c2c(Cl)cccc2Cl)c1C(=O)Nc1c(C)n(C)n(-c2ccccc2)c1=O	36%	-1%	-3	-2%	-18%	0%	9%	-3%	2%
CCOC(=O)C1CCN(C(=O)c2cc3c(=O)n4cccc(C)c4nc3s2)CC1	22%	-6%	4	158%[activator]	-25%	i	4%	-7%	-5%
Cc1cc(C)c(C)c(OCC(=O)O/N=C(\N)c2ccncc2)c1	51%[activator]	4%	1	-6%	-14%	-4%	5%	0%	0%
O=C1CN(C(=O)COc2ccc(Cl)cc2Cl)c2ccccc2N1	0%	12%	-13	4%	-5%	-7%	3%	-8%	0%
Cc1ccccc1Cn1cc(NS(=O)(=O)c2cn(C)nc2C)cn1	37%	3%	5	-4%	-26%	-2%	10%	-2%	-3%
CCCNC(=O)c1ccccc1NC(=O)c1ccccc1N(C)S(=O)(=O)c1ccc(C)cc1	26%	-7%[57.1 µM]	-2	5%[57.1 µM]	-13%	-2%	-5%	-6%	-5%
COc1ccc(CC(=O)OCC(=O)NCc2ccc(F)cc2)cc1	1%	4%	2	3%	4%	4%	-1%	4%	-6%
Oc1cccc(-c2nc3c4c(ncn3n2)-c2ccccc2CC42CCCC2)c1	0%	9%	2	4%	-16%	0%	-4%	14%	-9%
C=CCn1c(O)c2ccc(C(=O)N=NC(=O)COc3ccc(OC)cc3)cc2c1O	38%	3%	0	5%	-17%	5%	6%	7%	3%
O=C(/C=C/c1ccc(O)cc1)OCc1occc(=O)c1O[C@@H]1OC(CO)[C@@H](O)[C@H](O)[C@@H]1O (some centres undefined)	12%	-9%	-3	-5%	-6%	-10%	-6%	2%	-1%

Quoted at random: 6 records from the list.
SMILES	HP1b chromo inh	rTrxR1 inhibitor	PI4K2A inh	TrxR1 substrate	USP1 inh	Tb PGK inh	GLS inh	Pin1 inh	mIDH1 inhibitor
Oc1cccc(-c2nc3c4c(ncn3n2)-c2ccccc2CC42CCCC2)c1	0%	9%	2	4%	-16%	0%	-4%	14%	-9%
Cc1cc(C)cc(C(=O)Nc2ccc(-c3nc4ncccc4o3)cc2)c1	6%	137%[activator]	-1	164%[activator]	-18%	-10%	-3%	64%[activator]	2%
O=C(c1ccc2ccccc2c1)N1CCN(S(=O)(=O)/C=C/c2ccccc2)CC1	10%	15%[57.1 µM]	2	4%[57.1 µM]	-21%	-4%	-1%	11%	-2%
Cn1cc(C2=C(c3ccc(Cl)cc3Cl)C(=O)NC2=O)c2ccccc21	36%&59%	8%[57.1 µM]	0&-3	u	-16%	5%	-4%	u	-4%
CCOC(=O)C1CCN(C(=O)c2cc3c(=O)n4cccc(C)c4nc3s2)CC1	22%	-6%	4	158%[activator]	-25%	i	4%	-7%	-5%
COc1ccccc1/C=C/CN1CCCC(CCC(=O)NCc2ccccc2F)C1 (centres undefined)	27%	26%[11.4 µM]	1	8%[11.4 µM]	-21%	-7%	-3%	10%	-1%
